Tb MetRS inh = blocks T. brucei methionyl-tRNA synthetase activity | AID 624268 | 360,000 compounds, 0.4% hits | inhibition, % at 11.9 µM | purified T. brucei MetRS, ATP depletion, Kinase-Glo luminescence;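 active = inhibition above a per-plate cutoff of the control wells' mean inhibition plus 3 SD, cut at about 5.5% in these data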;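 note: 0% = DMSO wells median and 100% = median of wells with control inhibitor compound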
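technique = Kinase-Glo luminescence, ATP depletion format | system = purified MetRS (methionyl-tRNA synthetase) enzyme from Trypanosoma brucei | timing = 15 min preincubation, 2 h reaction, all 25 °C | evaluation = percent inhibition versus plate control medians | dosing = single dose, 11.9 µM final nominal, 0.9% final DMSO | also added = substrates ATP, L-methionine and bulk Escherichia coli tRNA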
STEP inh = inhibitors of human striatal-enriched phosphatase STEP; P54829; recombinant STEP, OMFP fluorogenic substrate, fluorescence; inhibition, % at 20 µM; 360,000 compounds, 0.25% hits; AID 588621;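 active = inhibition at 20 µM, scaled per plate between control wells, above about 37%, limit read from the data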;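 note: 0% = DMSO with enzyme and substrate and 100% = substrate only without enzyme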
Target sequence (P54829 whole entry, looked up): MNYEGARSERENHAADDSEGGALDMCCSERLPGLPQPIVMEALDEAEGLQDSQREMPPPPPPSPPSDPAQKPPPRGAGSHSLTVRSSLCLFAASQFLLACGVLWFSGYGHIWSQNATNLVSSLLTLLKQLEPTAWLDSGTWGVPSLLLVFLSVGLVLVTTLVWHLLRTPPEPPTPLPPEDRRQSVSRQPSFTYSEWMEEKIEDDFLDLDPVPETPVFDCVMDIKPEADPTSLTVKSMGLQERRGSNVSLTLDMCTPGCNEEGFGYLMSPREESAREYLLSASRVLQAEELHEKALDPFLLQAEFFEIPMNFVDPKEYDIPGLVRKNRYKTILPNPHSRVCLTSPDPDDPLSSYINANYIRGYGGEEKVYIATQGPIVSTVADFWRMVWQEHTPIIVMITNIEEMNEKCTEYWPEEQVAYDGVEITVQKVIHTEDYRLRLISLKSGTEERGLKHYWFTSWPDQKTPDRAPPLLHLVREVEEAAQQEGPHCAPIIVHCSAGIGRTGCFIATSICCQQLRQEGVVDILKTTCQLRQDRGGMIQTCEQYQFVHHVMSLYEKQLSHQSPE
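System: STEP phosphatase, cell-free reaction; Buffer or medium: Bis-Tris pH 6.0 buffer with DTT, detergent; Incubation: 20 min at room temperature, dark; Measured by: fluorescence, 480/540 nm.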
LMPTP block = LMPTP (human) inhibition; P24666; recombinant LMPTP-A, OMFP fluorogenic substrate, fluorescence intensity; inhibition, % at 20 µM; 360,000 compounds, 0.22% hits;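 active = compounds that cut the enzyme signal by at least half of the control window in the single-dose screen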;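 note: plate controls were DMSO wells with enzyme plus substrate for no effect and substrate without enzyme for full effect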
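Assay system: LMPTP-A enzyme. Input: 0.625 nM LMPTP-A final. Probe or stimulus: 400 µM OMFP. Compound dosing: single 20 µM dose. Schedule: 50 min dark incubation at room temperature. Detection: fluorescence intensity of OMFP turnover product. Read-out: percent inhibition versus substrate-only and uninhibited controls. Benchmarks: no-enzyme low control, uninhibited high control.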
SUMO1-SIM PPI = modulators of human SUMO1-mediated protein-protein interactions; SUMO1 binding to a labelled peptide, TR-FRET, 1 h; inhibition, % at 20 µM; 360,000 compounds, 0.33% hits; AID 602429; in the data active = inhibition above about 37%
CSN deneddyl inh = CSN deneddylation inhibition; 360,000 compounds, 0.38% hits; AID 651999; Purified CSN, SCF-Nedd8-OG deneddylation, fluorescence polarization; Q92905; inhibition, % at 12.5 µM;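 active = pattern-corrected inhibition above about 35%, with an unprinted fluorescence ratio check between 0.5 and 1.5, limit read from the data, passing the limit was not always enough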;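 note: 0% = enzyme with substrate and 100% = substrate without enzyme; some results filed as inactive read as strong as hits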
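Material: purified human Csn5 enzyme expressed in HEK293T cells / Medium: Tris buffer pH 7.5, NaCl, DTT, Tween-20, trehalose, ovalbumin / Compound dosing: 12.5 µM single point / Schedule: 90 min incubation of compound, enzyme and substrate at room temperature / Signal: fluorescence polarization of the substrate / Control set: no-enzyme wells high, enzyme-with-substrate wells low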
Rpn11 block = inhibitors of human proteasome Rpn11. AID 588493. 360,000 compounds, 0.59% hits. O00487. human 26S proteasome, Ub4-pepOG fluorescence polarization; 20S core pre-blocked with epoxomicin. calls only at 20 µM;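 active = inhibition at 20 µM, scaled to each plate's controls, above about 33%, limit read from the data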
Target sequence (O00487 whole entry, looked up): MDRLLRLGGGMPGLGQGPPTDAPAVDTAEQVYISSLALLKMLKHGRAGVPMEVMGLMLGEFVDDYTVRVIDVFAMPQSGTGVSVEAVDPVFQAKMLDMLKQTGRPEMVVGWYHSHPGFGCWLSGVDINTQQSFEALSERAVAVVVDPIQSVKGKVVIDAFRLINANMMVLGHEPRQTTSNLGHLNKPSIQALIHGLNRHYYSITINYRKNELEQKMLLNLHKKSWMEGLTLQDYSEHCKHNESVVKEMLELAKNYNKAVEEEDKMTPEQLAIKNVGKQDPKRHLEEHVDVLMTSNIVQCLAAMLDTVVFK
Scp1 inh = Scp-1 (human) phosphatase inhibition; Q9GZU7; inhibition, % at 20 µM; Recombinant Scp1, phosphopeptide, malachite green phosphate absorbance; 340,000 compounds, 0.88% hits;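 active = inhibition above about 50% at 20 µM, limit read from the data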;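 note: plate controls were DMSO wells with enzyme for no effect and wells lacking enzyme for full effect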
Target sequence (Q9GZU7 76-261 limits assumed): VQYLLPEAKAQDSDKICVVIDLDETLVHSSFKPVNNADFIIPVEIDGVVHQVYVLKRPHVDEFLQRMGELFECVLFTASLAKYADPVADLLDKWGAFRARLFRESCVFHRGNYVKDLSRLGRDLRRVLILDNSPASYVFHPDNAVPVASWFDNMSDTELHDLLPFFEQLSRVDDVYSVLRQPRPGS
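Assay system: SCP-1 catalytic fragment, aa 76-261 | Buffer or medium: Tris acetate buffer pH 5.5 with MgCl2 and Tween-20 | Compound: One concentration, 20 µM, with 1.0% DMSO | Also added: Phospho 17-mer peptide substrate | Signal: Absorbance at 630 nm | Incubation: 45 min enzyme reaction at room temperature | Measure: % inhibition of SCP-1 phosphate liberation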
PABP1 MLLE inh = blocks PAM2 peptide binding to the PABP1 MLLE domain | P11940 | GST-MLLE / FITC-PAM2 fluorescence polarization | inhibition, % at 20 µM | 360,000 compounds, 0.36% hits | AID 588489; in the data active = inhibition above about 35%, passing the limit was not always enough;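 note: plate controls were DMSO wells with GST-MLLE for no effect and wells lacking GST-MLLE protein for full effect; some results filed as inactive read as strong as hits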
NadD block = blocks S. aureus nicotinate mononucleotide adenylyltransferase; inhibition, % at 20 µM; 360,000 compounds, 0.78% hits; AID 602399; purified NadD enzyme, colorimetric absorbance read-out; in the data active = inhibition above about 26%; note: some compounds past the cut are filed as inactive
DNMT1 inh = blocks human DNA methyltransferase DNMT1. 360,000 compounds, 0.83% hits. inhibition (reported as % activation of signal), % at 10 µM. DNMT1 molecular beacon, Hinp1I cleavage, fluorescence; in the data active = inhibition above about 50%
* = called active by the depositor; i = inactive; · = not tested or not shown; + = active, no number. No enrichment for hits; any-hit rate near 3.6%.

DNMT1 inh	Rpn11 block	LMPTP block	STEP inh	NadD block	PABP1 MLLE inh	CSN deneddyl inh	Tb MetRS inh	SUMO1-SIM PPI	Scp1 inh	smiles
1	i	3.4	2	-6	-2	1	-1.3	-2	-11	COc1nc(SCC(=O)Nc2ccccc2Cl)nc(N(C)C)n1
-1	i	-0.8	-2	-8	-116	1	-1.2	3	3	N[C@@H](Cc1ccccc1)c1nnc(SC/C=C/c2ccccc2)o1
3	i	0.1	-2	4	-13	0	-0.4	-5	5	CCOc1ccc(S(=O)(=O)N2CCOCC2)cc1NC(=O)CN1C(=O)NC2(CCCC2)C1=O
-3	i	-2.4	-3	2	-4	-5	-0.1	-2	·	Cc1cnc(CNC(=O)c2ccc3sc([C@@H]4O[C@H](CO)[C@H](O)[C@H](O)[C@H]4O)nc3c2)cn1
4	i	-0.3	-1	0	2	5	-0.6	1	0	Cc1cc2c(cc1C)C(c1ccccc1F)CC(=O)N2 (stereo not drawn)
6	i	-0.3	0	7	6	4	-1.1	-4	3	O=C(O)Cc1sc(-c2ccc(C(=O)O)cc2)nc1-c1ccccc1
-6	i	0.2	-2	-1	6	-2	0.0	11	7	CN(Cc1nc2ccccc2c(=O)[nH]1)C(=O)COc1ccccc1Cc1ccccc1
-1	i	-1.1	0	-5	10	3	0.4	-2	2	Cc1cccc(C(=O)NCCC(=O)NCc2ccccc2Cl)c1
1	i	0.3	0	6	-4	4	0.1	-19	2	COc1cc2c(cc1OC)C(c1ccc([N+](=O)[O-])cc1)NC(=O)C2 (stereo not drawn)
-6	i	2.4	2	8	9	-4	-1.1	1	-3	Cc1ccccc1C(=O)Nc1ccc(N2CCCCCC2)cc1
-4	i	1.7	-1	-7	-12	1	-0.9	4	-3	O=C(CN1CCN(c2ccccc2O)CC1)NCCCc1ccccc1
-8	i	0.7	1	-5	-1	-4	0.0	2	-11	CCc1cccc(NC(=O)C2CCN(S(=O)(=O)c3cccs3)CC2)c1
0	i	0.8	-2	-4	14	1	0.1	10	-34	COc1cc2c(cc1OC)C(C)N(S(=O)(=O)c1ccc(C)cc1)CC2 (stereo not drawn)
86*	+	4.0	12	-5	-20	42*	0.2	53*	58*	O=C(/C=C/c1ccco1)Nc1cccc(C(=O)Nc2ccccc2C(=O)O)c1
0	i	-3.1	-2	-1	-3	-3	-0.1	-8	-7	CC1CC(C)CN(CCCNC(=O)Cn2cccc2C(=O)c2ccccc2)C1 (stereo not drawn)
-3	i	-9.1	0	8	1	0	-0.2	-35	-4	COc1ccc(S(=O)(=O)N2CCCCCC2)cc1C(=O)N(C)Cc1ccc(OC)c(OC)c1OC
-1	i	-1.1	17	4	2	-4	-0.9	-2	33	O=C(Nc1ccc2oc(-c3ccncc3)nc2c1)c1ccc(F)cc1
-2	i	-0.3	-2	2	-17	1	-0.1	0	-12	Cn1nnnc1SCC(=O)Nc1ncc(C(F)(F)F)cc1Cl
1	i	-0.5	-3	2	1	3	-0.2	-5	-2	CC1CN(C(=O)c2cc3cc(Cl)cc(Cl)c3oc2=O)CC(C)O1 (stereo not drawn)
0	i	-0.6	-2	-3	-6	3	-0.2	1	-16	C=CCn1c(=O)c2ccccc2n2c(SC(C)C(N)=O)nnc12 (stereo not drawn)

Single records, from the list above:
`Cc1cc2c(cc1C)C(c1ccccc1F)CC(=O)N2` (stereo not drawn) across the screens: DNMT1 inh = 4; Rpn11 block = i; LMPTP block = -0.3; STEP inh = -1; NadD block = 0; PABP1 MLLE inh = 2; CSN deneddyl inh = 5; Tb MetRS inh = -0.6; SUMO1-SIM PPI = 1; Scp1 inh = 0
`O=C(O)Cc1sc(-c2ccc(C(=O)O)cc2)nc1-c1ccccc1` across the screens: DNMT1 inh = 6; Rpn11 block = i; LMPTP block = -0.3; STEP inh = 0; NadD block = 7; PABP1 MLLE inh = 6; CSN deneddyl inh = 4; Tb MetRS inh = -1.1; SUMO1-SIM PPI = -4; Scp1 inh = 3

Quoted from the listing:
Tb MetRS inh, COc1cc2c(cc1OC)C(C)N(S(=O)(=O)c1ccc(C)cc1)CC2 (stereo not drawn) = 0.1
SUMO1-SIM PPI, O=C(CN1CCN(c2ccccc2O)CC1)NCCCc1ccccc1 = 4
CSN deneddyl inh, CN(Cc1nc2ccccc2c(=O)[nH]1)C(=O)COc1ccccc1Cc1ccccc1 = -2
Tb MetRS inh, Cc1cnc(CNC(=O)c2ccc3sc([C@@H]4O[C@H](CO)[C@H](O)[C@H](O)[C@H]4O)nc3c2)cn1 = -0.1

(list continues)
DNMT1 inh	Rpn11 block	LMPTP block	STEP inh	NadD block	PABP1 MLLE inh	CSN deneddyl inh	Tb MetRS inh	SUMO1-SIM PPI	Scp1 inh	smiles
-4	i	-2.0	1	-1	4	1	-1.0	3	0	CN(Cc1cnccn1)C(=O)CC1C(=O)NCCN1Cc1cccc(Oc2ccccc2)c1 (stereo not drawn)
-3	i	1.1	2	-6	25	-5	0.2	3	-3	CCCCNC(=S)NC(=O)c1ccccc1Br
-9	i	0.4	0	5	-3	-3	0.2	-16	-10	COc1ccc(C(=O)COC(=O)c2ccc3ccccc3n2)cc1
5	i	-0.5	-5	-9	-4	0	-0.3	-1	-11	CCN(CCCNC(=O)C1CCC(=O)N1Cc1ccccc1Cl)c1cccc(C)c1 (stereo not drawn)
5	i	1.1	-3	11	-3	-4	0.0	7	-3	Cc1c(Nc2nc3ccccc3nc2NS(=O)(=O)c2cccc(Cl)c2)c(=O)n(-c2ccccc2)n1C
30	i	0.4	0	3	10	-2	-1.2	-2	7	COc1ccc(-c2cccc(-c3cc(=O)oc4cc5c(cc34)OCO5)c2)cc1
0	i	1.0	2	-8	-1	5	-1.0	-7	-10	O=C1C(=O)N(CCN2CCCCC2)c2ccccc21
-1	i	-0.3	-2	12	5	5	-0.5	13	-6	COC(=O)c1ccc(CSc2nc3c(cnn3-c3ccc(Cl)cc3)c(=O)[nH]2)o1
-1	i	-0.5	-1	1	2	-2	0.0	0	-2	O=C(CSc1nccc(=O)[nH]1)NC1CCCCCCC1
-5	i	-6.2	2	2	0	-2	1.7	0	4	Cc1ccc(S(=O)(=O)c2nc(-c3ccccc3)oc2NCCCN2CCOCC2)cc1
-9	i	-1.6	1	6	-114	4	-0.1	-7	-1	COc1ccc(C2C=C(c3ccc(F)cc3)NC(=S)N2)cc1OC (stereo not drawn)
-1	i	-0.2	-2	-2	-4	4	-1.0	3	-14	COC(=O)NCC(C)OC(=O)Nc1cccc(Cl)c1 (stereo not drawn)
-2	i	-1.0	-1	-2	-7	0	-0.2	0	3	CN(Cc1nc2ccccc2c(=O)[nH]1)C(=O)c1cccc(NC(=O)c2cccs2)c1
1	i	-1.0	-1	-2	-3	1	-0.2	3	-17	O=C(O)CC(Cc1ccc(Cl)cc1)C(=O)NCC12CC3CC(CC(C3)C1)C2 (stereo not drawn)
2	i	0.0	-1	-4	-1	-5	-0.2	1	-3	CN(Cc1nc(-c2cccc(Cl)c2)no1)C1CCOCC1
-4	i	-1.0	3	-7	21	4	0.0	-10	-5	CCOc1ccc(NC(=S)NC(=O)/C=C/c2ccco2)cc1
5	i	0.2	-3	3	-13	6	-1.3	2	7	O=C(O)CCc1nn2c3ccccc3n(CC(=O)O)c2nc1=O
2	i	-1.7	-2	-7	-3	-2	-0.1	-1	·	COc1ccc(C(C)(NC(C)=O)c2nc(-c3cc(F)cc(F)c3)cs2)cc1 (stereo not drawn)
-3	i	0.1	-1	8	1	0	0.1	4	-5	Cc1ccc(Cl)cc1NC(=O)COC(=O)c1ccc(CN2CCCC2=O)cc1
8	i	-1.7	0	1	-6	6	-0.5	0	·	C[C@H](O)C#Cc1ccc2c(c1)O[C@@H](CN(C)C(=O)c1ccncc1)[C@@H](C)CN([C@H](C)CO)S2(=O)=O

Random excerpt: 4 records from the list, in no set order.
DNMT1 inh	Rpn11 block	LMPTP block	STEP inh	NadD block	PABP1 MLLE inh	CSN deneddyl inh	Tb MetRS inh	SUMO1-SIM PPI	Scp1 inh	smiles
5	i	-0.5	-5	-9	-4	0	-0.3	-1	-11	CCN(CCCNC(=O)C1CCC(=O)N1Cc1ccccc1Cl)c1cccc(C)c1 (stereo not drawn)
-9	i	0.4	0	5	-3	-3	0.2	-16	-10	COc1ccc(C(=O)COC(=O)c2ccc3ccccc3n2)cc1
2	i	-1.7	-2	-7	-3	-2	-0.1	-1	·	COc1ccc(C(C)(NC(C)=O)c2nc(-c3cc(F)cc(F)c3)cs2)cc1 (stereo not drawn)
-3	i	0.1	-1	8	1	0	0.1	4	-5	Cc1ccc(Cl)cc1NC(=O)COC(=O)c1ccc(CN2CCCC2=O)cc1

The list continues.
DNMT1 inh	Rpn11 block	LMPTP block	STEP inh	NadD block	PABP1 MLLE inh	CSN deneddyl inh	Tb MetRS inh	SUMO1-SIM PPI	Scp1 inh	smiles
-7	i	4.0	5	1	23	2	-0.8	3	-12	CCOC(=O)c1c(NC(=O)c2ccccc2Cl)sc2c1CCc1ccccc1-2
-5	i	-0.1	1	-4	5	-4	0.5	-8	-2	Cc1cc(NC(=O)c2ccc(-c3ccccc3[N+](=O)[O-])o2)no1
-5	i	2.0	1	4	-19	-8	1.0	-22	-6	N#Cc1ccc(OCc2nnc(-c3ccc([N+](=O)[O-])cc3)o2)cc1
-5	i	-0.5	0	-3	-3	-17	0.1	3	-2	CCOC(=O)N1CCN(CC(O)COc2ccccc2C(C)(C)C)CC1 (stereo not drawn)
0	i	-1.6	1	0	-8	-3	0.5	2	-4	O=C(COc1ccc(Br)cc1)N(CCO)CCO
-1	i	-0.7	3	2	-3	-1	-0.1	0	-2	Cn1c(=S)[nH]c2[nH]c(=O)cnc2c1=O
9	i	0.3	0	4	10	-3	0.9	-5	1	Cc1ccc(S(=O)(=O)N2CCOCC2)cc1C(=O)N1C(=O)c2cccc(N)c2C1=O
1	i	-1.2	-1	2	-2	-2	0.0	-2	7	CC(=O)Nc1ccc(NC(=O)CSC2=NS(=O)(=O)c3cc(Cl)ccc3N2)cc1
0	i	-1.0	-2	-2	-20	1	-0.8	0	-7	COC(=O)c1ccc(Cn2cc(Cl)cn2)o1
0	i	1.9	14	2	-93	-2	0.2	4	0	CC(C)(C)c1ccc(-c2nnc3sc(-c4ccccn4)nn23)cc1
10	i	-1.0	1	-3	13	0	-0.2	4	-2	Cc1ccc(OCc2nc3ccccc3n2C)cc1

Screening data deposited in PubChem by several laboratories.
